CIT2-GFP yeast – modulators of CIT2-GFP expression in yeast, primary screen, S. cerevisiae, GFP fusion, multiplex flow cytometry, MLPCN library | S. cerevisiae CIT2-GFP strain, 3 h; 100 means same as DMSO wells | GFP response vs DMSO, % at 10 µM | actives 0.065% (n = 320,000);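 active = GFP response relative to DMSO above a set limit, near the screen mean plus 3 SD, cut at about 150% in these data; inconclusive = Fewer than 70 cells measured for a yeast strain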;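 note: ratio of well median GFP fluorescence to mean of DMSO wells on the plate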
AHR activator – AHR activators, primary screen, cell-based, luminescence, luciferase reporter, human; activation, % at 5 µM; actives 2.5% (n = 320,000); Aryl hydrocarbon receptor (Homo sapiens), P35869; AHR-responsive luciferase reporter cells; in the data active = activation above about 47%;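 note: 0% = vehicle wells and 100% = reference agonist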
LAP4 TOR yeast – modulators of LAP4-GFP expression in yeast, primary screen, S. cerevisiae, multiplex flow cytometry, MLPCN library; 3 h; median GFP as percent of DMSO wells; actives 0.34% (n = 320,000); GFP response vs DMSO, % at 10 µM;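 active = GFP response vs DMSO above a set limit, about the screen mean plus 3 SD, cut at about 150% in these data; inconclusive = under 70 cell events counted for the yeast strain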
RPL19A-GFP yeast – RPL19A-GFP expression modulators in yeast, primary screen, cell-based, S. cerevisiae, multiplex flow cytometry, MLPCN | S. cerevisiae RPL19A-GFP strain, 3 h; active compounds read low | percent response vs DMSO, % at 10 µM | actives 0.3% (n = 330,000) | AID 2025, 2009;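 active = percent response vs DMSO below 50%; inconclusive = fewer than 70 events counted for the yeast strain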;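 note: median channel GFP fluorescence of the barcoded RPL19A-GFP strain; ratio of sample median GFP to plate DMSO average so 100% = DMSO; lower means less RPL19A-GFP as with rapamycin TOR inhibition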
procasp3 activ – activators of human procaspase-3 D3A mutant, primary screen, biochemical, absorbance, PC-3 D3A mutant, single concentration | recombinant procaspase-3 D3A, Ac-DEVD-pNA absorbance 405 nm | activation, % at 8.5 µM | actives 0.11% (n = 330,000) | AID 463141, 2010;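 active = activation above the mean of all tested compounds plus 3 SD, cut at about 21% in these data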;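 note: 0% = DMSO alone and 100% = DMSO wells spiked with extra 5 µM PC-3 D3A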
Target sequence (P42574 whole entry D9A/D28A/D175A): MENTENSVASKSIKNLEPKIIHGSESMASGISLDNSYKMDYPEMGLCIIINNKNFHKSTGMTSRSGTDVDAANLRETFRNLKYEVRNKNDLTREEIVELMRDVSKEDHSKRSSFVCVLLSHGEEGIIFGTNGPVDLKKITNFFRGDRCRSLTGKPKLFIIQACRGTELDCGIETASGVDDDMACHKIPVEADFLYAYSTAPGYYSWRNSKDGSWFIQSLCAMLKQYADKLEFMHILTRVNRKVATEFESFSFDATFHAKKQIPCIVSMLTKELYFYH
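Assay system – Procaspase-3 D3A mutant, all three cleavage aspartates alanine · Controls – DMSO-only low control, 5 µM PC-3 D3A high control · Schedule – 1 h compound preincubation, 2 h substrate hydrolysis at 25 °C · Signal – 405 nm absorbance of p-nitroaniline, reads at 0 and 120 min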
proCasp7 act – procaspase-7 activators, primary screen, counter-screen for procaspase-3 activator project, biochemical, absorbance, HTS, human. activation, % at 8.5 µM. actives 0.093% (n = 330,000). recombinant procaspase-7, Ac-DEVD-pNA absorbance 405 nm; D23A/D198A/D206A triple mutant, cannot self-cleave; scale: DMSO 0, 5 µM enzyme 100;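 active = percent activation above the screen-wide mean plus 3 SD, cut at about 25% in these data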
Target sequence (P55210 whole entry D23A/D198A/D206A): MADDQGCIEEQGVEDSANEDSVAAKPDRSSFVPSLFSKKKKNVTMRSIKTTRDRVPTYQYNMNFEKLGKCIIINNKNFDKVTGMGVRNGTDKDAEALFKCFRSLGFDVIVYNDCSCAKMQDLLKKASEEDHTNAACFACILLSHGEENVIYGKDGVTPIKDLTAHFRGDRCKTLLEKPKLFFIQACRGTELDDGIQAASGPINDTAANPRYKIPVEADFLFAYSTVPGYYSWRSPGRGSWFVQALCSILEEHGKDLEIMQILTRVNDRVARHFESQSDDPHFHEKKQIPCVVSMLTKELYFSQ
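Assay system – Uncleavable procaspase-7 mutant enzyme · Quantity – 2 µM procaspase-7 mutant as dispensed · Times – 1 h preincubation, 2 h reaction · Dosing – single nominal 8.5 µM compound dose, 0.8% DMSO final · Buffer or medium – Zinc-free 50 mM HEPES buffer, pH 7.4, with NaCl and Triton X-100 · Detection – Epi-absorbance of released pNA at 405 nm, two timepoints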
MEP2 TOR yeast – modulators of MEP2-GFP levels in yeast, primary screen, S. cerevisiae, multiplex flow cytometry, MLPCN library; S. cerevisiae MEP2-GFP strain, 3 h; 100% = DMSO control level; GFP response vs DMSO, % at 10 µM; actives 0.51% (n = 330,000);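 active = GFP response versus DMSO above a set limit, roughly screen mean plus 3 SD, cut at about 180% in these data; inconclusive = fewer than 70 cells counted for a yeast strain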;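 note: median GFP fluorescence of the barcode-gated MEP2-GFP cells per well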
AGP1 TOR yeast – modulators of AGP1-GFP expression in yeast TOR pathway, primary screen, cell-based, multiplex flow cytometry, S. cerevisiae, MLPCN library; 3 h; GFP as percent of DMSO wells; GFP response vs DMSO, % at 10 µM; actives 0.02% (n = 320,000);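 active = GFP response relative to DMSO above a set limit, near screen average plus 3 SD, cut at about 150% in these data; inconclusive = fewer than 70 cells counted for the yeast strain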;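 note: median GFP channel fluorescence of the gated AGP1 strain per well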
* = called active by the depositor; ? = inconclusive; . = no result given; [ ] = remark or other dose.

The line under a structure holds: CIT2-GFP yeast, AGP1 TOR yeast, RPL19A-GFP yeast, AHR activator, proCasp7 act, procasp3 activ, LAP4 TOR yeast, MEP2 TOR yeast
O=C(CSc1nnnn1Cc1ccccc1)c1ccccc1F
 : 89, 96, 96, 2, -7, -1, 89, 79
Cc1cccc(-n2ccnc2SCC(=O)N2CCCc3ccccc32)c1C
 : 105, 107, 111, 2, 2, 0, 103, 107
CC1=C(C#N)CCC(=O)N1Cc1c(C)cc(C)cc1C
 : 103, 102, 100, -2, 2, 9, 89, 97
CCn1ncc(-c2ccnc3cc(C(=O)O)nn23)c1C
 : ., 103, 100, 3, -1, -4, 97, 96
O=C(Cn1nnc2ccccc2c1=O)NCCc1ccccc1
 : 113, 108, 118, -2, -11, 3, 100, 97
CCCOC(=O)C1=C(C)NC2=C(C(=O)CCC2)C1c1cccs1 (configuration not stated)
 : 92, 100, 100, 4, -3, -3, 96, 106
Clc1cccc(-c2ccc(C3Nc4cccc5cccc(c45)N3)o2)c1
 : 79, 88, 91, 46, -33, -22, 126, 94
COc1ccc2[nH]c3c(c2c1)CCN1C(=O)N([C@@H](C)C(=O)NC2CCN(Cc4ccccc4)CC2)C(=O)[C@]31C
 : 107, 104, 100, 5, 2, -3, 98, 104
CCC(=O)N1c2ccccc2-c2nnc(SC)nc2OC1c1ccc(OC)c(OC)c1 (configuration not stated)
 : 106, 104, 98, 0, 4, -4, 99, 106
O=C(C1CCCC1)N1CCN(S(=O)(=O)c2cccc(Cl)c2Cl)CC1
 : 101, 104, 97, 4, -1, 12, 99, 94
CCOc1ccccc1C(=O)Nc1cc(Cl)ccc1O
 : 77, 101, 92, 37, -2, 6, 128, 100
Cc1ccccc1NC(=O)CCCCCN1C(=O)[C@@H]2Cc3ccccc3CN2C1=O
 : 101, 94, 95, 2, 1, -2, 86, 91
O=C1CCC(=O)N1CCCCCc1nc(-c2ccccc2)no1
 : 98, 97, 96, 17, -5, 12, 99, 95
NS(=O)(=O)c1ccc(NC(=O)CSc2nnc(-c3ccc(O)cc3)o2)cc1
 : 107, 108, 105, 0, -6, 1, 110, 108
Cc1occc1-c1n[nH]c(=S)n1-c1ccccc1
 : 106, 107, 101, -1, 1, -1, 95, 109
COc1ccccc1P(=O)(c1ccccc1)c1ccc([N+](=O)[O-])cc1 (configuration not stated)
 : 99, 99, 107, 1, 8, 11, 96, 108
COc1ccccc1C(=O)NC(=S)Nc1cccc2cc(O)ccc12
 : 93, 93, 93, 33, -1, 5, 102, 101
CCOC(=O)N1CCN(S(=O)(=O)c2ccc(NC(C)=O)cc2)CC1
 : 96, 98, 106, -1, 6, 8, 95, 109
Cc1ccccc1Cn1cc(NC(=O)CCCn2nc([N+](=O)[O-])cc2C)cn1
 : 100, 109, 101, 2, 3, 10, 93, 102
Cc1ccccc1CC(=O)N1CCN(S(=O)(=O)c2ccc(Cl)s2)CC1
 : 84, 93, 89, 0, -8, 1, 95, 92

Next part:
The line under a structure holds: CIT2-GFP yeast, AGP1 TOR yeast, RPL19A-GFP yeast, AHR activator, proCasp7 act, procasp3 activ, LAP4 TOR yeast, MEP2 TOR yeast
CC(=O)CCC(=O)NCCc1ccccc1F
 : 100, 103, 102, 1, 3, 2, 97, 100
COc1ccc(S(=O)(=O)Nc2ccccn2)cc1C(=O)Nc1ccccc1
 : 94, 93, 113, 5, -9, 1, 71, 107
Cc1ccccc1-c1nnn(CC(=O)N(C)CC(=O)Nc2ccccc2C(F)(F)F)n1
 : 103, 103, 98, 0, 1, 5, 100, 105
CCC(C)(C)NC(=S)Nc1ccc(-c2nc3ccc(C)cc3s2)cc1
 : 104, 101, 102, 15, -16, -21, 101, 101
COc1ccc(NC(=O)N2CCCC(C(=O)NCc3ccccc3F)C2)cc1 (configuration not stated)
 : 106, 93, 95, 0, 3, -2, 94, 111
Cc1cc(N2C(=O)C=CC2=O)c([N+](=O)[O-])cc1C
 : 89, 70, 72, 0, -39, -23, 83, 97
Fc1ccc(C2NC(=S)NC3=C2N2CCC3CC2)cc1 (configuration not stated)
 : 67, 79, 109, 2, -3, 0, 91, 102
C=CCc1ccc(OCCOCCOc2cccc3cccnc23)c(OC)c1
 : 89, 82, 103, 6, 0, 2, 94, 83
O=C(NCc1ccc(F)cc1)C(Cc1ccccc1)n1cccc1 (configuration not stated)
 : 79, 105, 98, 4, -1, 1, 98, 94
Cc1cc(N(C)C)nc(SC(C)C)n1
 : 106, 106, 103, 2, -8, -3, 110, 101
Cc1cc(C)c(CSc2ncnc3nc[nH]c23)c(C)c1
 : 96, 104, 96, 2, -10, -1, 98, 93
CC(C)[C@H](NC(=O)c1ccccc1Cl)C(=O)OCC(=O)NC(=O)NC1CCCC1
 : ?, ?, 85[may fluoresce violet], 2, 9, 5, ?, ?
O=C(OCCN1CCCCC1)c1ccccc1F
 : 106, 93, 103, -1, 2, 7, 99, 100
CCOc1ccc(Br)cc1CC(=O)O
 : 104, 105, 100, 0, 5, -6, 107, 97
O=C(NCC1CCCO1)C(C(=O)c1ccccc1)n1cc(Cl)ccc1=O (configuration not stated)
 : 83, 59, 100, 0, 2, 9, 104, 99
CCO[C@@H]1OC(C(=O)N2CCN(Cc3ccc4c(c3)OCO4)CC2)=C[C@H](c2ccc(Br)cc2)[C@H]1CCCO
 : 111, 87, 100, 2, 10, -3, 100, 92
COC(=O)c1cc(S(=O)(=O)NCc2ccc(S(N)(=O)=O)cc2)oc1C
 : 95, 95, 97, -4, 7, -5, 96, 94
COC(=O)c1ccc(OC(=O)c2nn(C)cc2Cl)c(OC)c1
 : 97, 102, 100, -2, 9, -6, 111, 105
Nc1n[nH]c2c1C1(CCCC1)Cc1ccccc1-2
 : 103, 84, 95, 2, -4, -6, 96, 108
Cc1ccc(OCCn2cc(/C=N/NC(=O)c3ccncc3)c3ccccc32)cc1
 : 94, 98, 99, 5, 16, -31, 109, 97

Carrying on.
The line under a structure holds: CIT2-GFP yeast, AGP1 TOR yeast, RPL19A-GFP yeast, AHR activator, proCasp7 act, procasp3 activ, LAP4 TOR yeast, MEP2 TOR yeast
O=C1c2ccccc2NC(c2cccc([N+](=O)[O-])c2)N1CCc1ccccc1 (configuration not stated)
 : 95, 99, 100, 19, 7, 3, 90, 105
COc1ccc(NC(=O)CSc2nnc(-c3ccccc3C)n2N)cc1OC
 : 118, 103, 102, -1, 10, 5, 98, 97
CCOc1ccc(-c2n[nH]c(=S)o2)cc1
 : 57, 53, 82, 6, -29, -6, 136, 74
CNC(=O)c1ccc(-c2sc3nc(N4CCOCC4)c4c(c3c2N)CC(C)(C)OC4)o1
 : 96, 95, 91, 4, -5, -14, 93, 96
CCOC(=O)c1[nH]cnc1C(=O)Nc1ccc([N+](=O)[O-])cc1
 : ?, ?, 33*[may fluoresce violet], 6, 15, -2, 60[may fluoresce violet], 761*[may fluoresce violet]
O=C(NCCN1CCOCC1)C1CCCN(S(=O)(=O)c2ccc(F)cc2)C1 (configuration not stated)
 : 108, 99, 104, 1, -1, 1, 73, 99
CCCS(=O)(=O)c1nc(S(=O)(=O)c2ccc(C)cc2)c(NCCCN(C)C)s1
 : 92, 101, 101, 0, 2, 6, 105, 103
O=C(/C=C/c1ccc(Br)o1)OCc1nc2ccsc2c(=O)[nH]1
 : 94, 99, 97, 1, 4, 2, 102, 98
Nc1c(NCCN2CCOCC2)c2ccccc2oc1=O
 : 112, 103, 102, 3, 5, 0, 112, 105
Cc1ccc(C(=O)OCC(=O)NC2CCCCC2)s1
 : 103, 102, 104, -1, -2, 5, 104, 105
O=C(Cc1ccccc1)N1CCC(C(=O)N2CCN(c3ccc(F)cc3)CC2)CC1
 : 106, 99, 101, 1, 8, 1, 101, 103
CCn1cnc2c1c(=O)n(Cc1nnc3n1-c1ccccc1SC3)c(=O)n2Cc1ccccc1
 : 103, 99, 96, 3, 2, 1, 97, 115
CC(C)CCOP(=O)(c1ccc(N(C)C)cc1)C(O)c1ccc(Cl)cc1Cl (configuration not stated)
 : 103, 96, 108, 2, -8, 2, 75, 110
Cc1cc(C(=O)Nc2ncc(C)s2)c2ccccc2n1
 : 101, 98, 100, 27, 4, 3, 100, 103
Nc1nc(NC(=O)c2ccc(Cl)cc2)nn1-c1ccccc1
 : 101, 106, 103, 4, 5, -2, 101, 101
CSc1ccc(/C=C/C(=O)OCC(=O)N(C)CCC#N)cc1
 : 100, 79, 106, 2, 7, -8, 103, 67
CCOC(=O)c1[nH]c2ccc(OC)cc2c1NC(=O)NC(C)C
 : 102, 102, 99, 5, 4, 0, 99, 103
CCCN(CCC)S(=O)(=O)c1ccc(Cl)c(OC)c1
 : 111, 104, 98, -1, 1, 12, 105, 106
C=CCC[C@H](Cc1ccc(F)cc1)C(=O)OC[C@@H](Cc1c[nH]c2ccccc12)NC(=O)[C@@H](CC=C)CC(=O)N(CCO)Cc1ccccc1
 : 108, 119, 107, 1, 8, -1, 123, 107
Cc1ccc(C(=O)NCC(=O)OC2CCCCC2=O)cc1C (configuration not stated)
 : 100, 99, 98, 4, 2, -1, 102, 104
N#CC1=C(N)N=C(SCc2cccc3ccccc23)C(C(N)=O)C12CCCCC2 (configuration not stated)
 : 86, 97, 94, 10, -5, -3, 100, 101
COc1ccccc1C(=O)NNC(=O)c1nn(Cc2ccccc2)c(=O)c2ccccc12
 : 106, 95, 106, 14, 8, 6, 105, 102

Filtered by structure: those above containing a cyano group
The line under a structure holds: CIT2-GFP yeast, AGP1 TOR yeast, RPL19A-GFP yeast, AHR activator, proCasp7 act, procasp3 activ, LAP4 TOR yeast, MEP2 TOR yeast
CC1=C(C#N)CCC(=O)N1Cc1c(C)cc(C)cc1C
 : 103, 102, 100, -2, 2, 9, 89, 97
CSc1ccc(/C=C/C(=O)OCC(=O)N(C)CCC#N)cc1
 : 100, 79, 106, 2, 7, -8, 103, 67
N#CC1=C(N)N=C(SCc2cccc3ccccc23)C(C(N)=O)C12CCCCC2 (configuration not stated)
 : 86, 97, 94, 10, -5, -3, 100, 101

Assay outcomes from PubChem BioAssay.
